High-throughput results from PubChem BioAssay.
mIDH1 inhibitor: blocks human mutant IDH1 R132H enzyme; O75874; IDH1-R132H enzyme, NADPH consumption, diaphorase/resazurin fluorescence; Potency, µM (highest dose often 76.6 µM), without a hit: at the top dose activity change, negative = inhibition, usual class: inhibitors; 390,000 tested, 0.093% active; further: potency means the concentration at half of the fitted maximal effect; on the % scale 0 is the no-effect control and ±100 the full control effect; nearly all actives have a fitted effect of over 65% in size
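IDH1-R132H (0.5 ug/mL dispensed) in pH 7.5 Tris buffer was preincubated 30 min with compound, then given a substrate mix of 0.016 mM NADPH and 2 mM alpha-KG for 80 min at room temperature; remaining NADPH was read by diaphorase/resazurin fluorescence.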
RGS4 inhibitor: inhibitors of human regulator of G protein signaling 4; Transcreener GDP fluorescence polarization, RGS4-accelerated GTP hydrolysis; Potency, µM (titrated, usually from 114 µM), for inactives: at the highest dose activity change, negative = inhibition, actives largely listed as inhibitors; 390,000 tested, 0.039% active; further: potency means the concentration at half of the fitted maximal effect; on the % scale 0 is the no-effect control and ±100 the full control effect; nearly all actives have a fitted effect of over 75% in size; some results filed as inactive show a strong effect at the top dose
Target sequence (P49798 whole entry, looked up): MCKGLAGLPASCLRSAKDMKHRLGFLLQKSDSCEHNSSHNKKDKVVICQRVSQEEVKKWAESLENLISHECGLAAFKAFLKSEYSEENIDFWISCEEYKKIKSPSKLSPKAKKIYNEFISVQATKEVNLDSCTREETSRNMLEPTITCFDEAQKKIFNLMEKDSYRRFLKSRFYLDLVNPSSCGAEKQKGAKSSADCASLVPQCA
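MLSMR compounds (23 nl, pin-transferred) preincubated 10 min at room temperature with a 500nM (2x) first reagent, then RGS4 at 900nM (2x) plus Transcreener GDP mix added; fluorescence polarization (620/688 nm) read before and after 90 min at 30 °C.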
rTrxR1 inhibitor: rat TrxR1 inhibition. O89049. recombinant rTrxR1, NADPH fluorescence consumption, selenite substrate. Potency, µM (titrated, usually from 114 µM), for inactives: top-dose activity change, negative = inhibition, usual class: inhibitors. 390,000 tested, 1% active; further: potency means the concentration at half of the fitted maximal effect; on the % scale 0 is the no-effect control and ±100 the full control effect; nearly all actives have a fitted effect of over 65% in size
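Rat TrxR1 (90 nM in the dispensed reagent) was pre-reduced with 400 uM NADPH for 5 min at room temperature, then incubated with compound for 15 min. After 400 uM selenite was added, NADPH fluorescence (Ex 340/Em 450 nm) was followed for 8 min.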
TrxR1 substrate: rat thioredoxin reductase 1 substrate activity; O89049; purified TrxR1 substrate turnover, NADPH consumption readout; Potency, µM (top dose mostly 114 µM), for inactives: at the highest dose activity change, negative = substrate turnover; 390,000 tested, 0.01% active; AID 588456; further: potency means the concentration at half of the fitted maximal effect; on the % scale 0 is the no-effect control and ±100 the full control effect; nearly all actives have a fitted effect of over 50% in size
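Rat TrxR1, dispensed at 90 nM, was prereduced with 400 uM NADPH (final) for 5 min at ~22 deg C, then incubated with compound 15 min before 400 uM selenite. A first-read NADPH fluorescence drop versus no-compound background flagged substrates.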
Vif-APOBEC3F blk: blocks the Vif interaction with APOBEC3F | Potency, µM (top dose mostly 46.1 µM), inactives show top-dose activity, negative = active | AID 602313 | 390,000 tested, 0.2% active | HeLa A3F-eYFP + Vif (tagged APOBEC3F with the HIV-1 protein that degrades it), YFP fluorescence increase; further: potency means the concentration at half of the fitted maximal effect; % of control where 0% means no effect; nearly all actives have a fitted effect of over 65% in size
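Fluorescence increase (Ex 488/Em 500-530) after overnight compound treatment at 37 deg C flags inhibition of Vif-driven A3F-eYFP loss in stable HeLa A3F-eYFP/Vif cells seeded overnight beforehand.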
LDHA inh: LDHA (human) enzyme inhibition | P00338 | purified LDHA, NADH/diaphorase-resazurin fluorescence; hits give low values | activity change, % (values are at about 110 or 230 µM) | 480,000 tested, 0.15% active; in the data active means activity change below about -30%; inconclusive means mostly about -25% to -30%;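 further: plate controls were DMSO wells for no effect and wells without enzyme for full effect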
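Remaining NADH was detected by diaphorase (0.133 mg/mL) converting 37 µM resazurin to fluorescent resorufin, read at 0 and 20 minutes. The preceding 5-minute room-temperature reaction used 2 nM LDHA, 0.2 mM sodium pyruvate and 0.06 mM NADH at pH 7.4.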
Glioma ERSR ind: induces the endoplasmic reticulum stress response in human glioma cells | 420,000 tested, 0.02% active | Potency, µM, for inactives: at the top dose activation, actives largely listed as activators | U87-MG GRP78 promoter luciferase reporter, 16 h; further: potency means the concentration at half of the fitted maximal effect; series mostly up to about 76 µM; % of control where 0% means no effect; nearly all actives have a fitted effect of over 35% in size
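ERSR induction read as luciferase luminescence (Bright-Glo, 10 min at room temperature) in stably transfected human U87-MG glioma cells exposed to compounds for 16 h, using GRP78 as sensor.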
USP1 inh: blocks the human USP1/UAF1 deubiquitinase complex; O94782; recombinant USP1/UAF1, Ub-Rhodamine cleavage fluorescence; Potency, µM (series often up to 57.1 µM), inactives show at the highest dose activity change, negative = inhibition, actives largely listed as inhibitors; 390,000 tested, 0.23% active; AID 743255; further: potency means the concentration at half of the fitted maximal effect; on the % scale 0 is the no-effect control and ±100 the full control effect; nearly all actives have a fitted effect of over 60% in size; inactives centre near -12
Target sequence (O94782 whole entry, looked up): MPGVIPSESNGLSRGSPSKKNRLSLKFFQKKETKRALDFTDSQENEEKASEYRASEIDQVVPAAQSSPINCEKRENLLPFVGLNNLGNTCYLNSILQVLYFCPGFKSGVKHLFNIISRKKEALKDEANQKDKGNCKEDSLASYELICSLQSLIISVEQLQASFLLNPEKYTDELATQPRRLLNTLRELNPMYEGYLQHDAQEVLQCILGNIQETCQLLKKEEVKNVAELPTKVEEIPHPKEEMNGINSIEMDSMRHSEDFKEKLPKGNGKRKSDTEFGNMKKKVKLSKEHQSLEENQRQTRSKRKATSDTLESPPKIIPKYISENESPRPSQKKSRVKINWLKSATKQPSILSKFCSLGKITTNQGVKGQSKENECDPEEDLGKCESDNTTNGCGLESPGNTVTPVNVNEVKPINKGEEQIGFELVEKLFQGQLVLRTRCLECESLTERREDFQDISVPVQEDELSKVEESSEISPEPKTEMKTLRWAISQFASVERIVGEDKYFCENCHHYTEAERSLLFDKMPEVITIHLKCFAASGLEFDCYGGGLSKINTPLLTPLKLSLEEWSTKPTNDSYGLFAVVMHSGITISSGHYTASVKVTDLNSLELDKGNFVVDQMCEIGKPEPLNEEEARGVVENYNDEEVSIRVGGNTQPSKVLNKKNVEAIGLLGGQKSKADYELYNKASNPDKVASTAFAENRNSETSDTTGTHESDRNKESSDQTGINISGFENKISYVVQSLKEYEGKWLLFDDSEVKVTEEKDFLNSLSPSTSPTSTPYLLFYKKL
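1 nM enzyme complex + cpd, 15 min RT; start with Ub-Rho 150nM final; kinetic fluorescence ex 480/em 540, 6 reads q60 s. Buffer 50mM HEPES pH 7.8, 0.5mM EDTA, 0.1 mg/ml BSA, 1mM TCEP, 0.01% Tween-20.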
Vif-APOBEC3G blk: inhibitors of Vif-APOBEC3G interaction. Potency, µM (highest dose often 46.1 µM), for the others: at the highest dose activity, negative = active, actives largely listed as inhibitors. HeLa A3G-eYFP + Vif (tagged APOBEC3G with the HIV-1 protein that degrades it), YFP fluorescence, overnight. AID 602310. 410,000 tested, 0.076% active;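 further: potency means the concentration at half of the fitted maximal effect; on the % scale 0 is the no-effect control and ±100 the full control effect; nearly all actives have a fitted effect of over 60% in size; hits raise eYFP signal because A3G escapes Vif-driven loss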
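Read-out is eYFP fluorescence (Ex 488/Em 500-530) from Vif-expressing HeLa A3G-eYFP cells; more signal means A3G escaped Vif-mediated degradation. Cells plated overnight, compound pinned in, incubated overnight at 37 deg C.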
Numbers without * were called inactive; ? = inconclusive; . = no result given; & = joins results of further samples; [ ] = dose if it differs, or a comment. Unless noted, the call rests on the fitted dose curve; in most records, active means well fitted curve in the direction sought with a large enough effect; inconclusive means small, poorly fitted or top-dose-only effect, or another doubt; inactive means no such curve, though single readings can be large; an effect the other way counts as inactive or inconclusive. The list is partial (hit frequency here may not be typical).

SMILES	mIDH1 inhibitor	RGS4 inhibitor	rTrxR1 inhibitor	TrxR1 substrate	Vif-APOBEC3F blk	LDHA inh	Glioma ERSR ind	USP1 inh	Vif-APOBEC3G blk
CCC(=O)NCc1ccc2[nH]c(C)cc2c1	12%	11%	44%[activator]	9%	1%	6	-5%	-20%	0%
COCCCNc1oc(-c2cccs2)nc1S(=O)(=O)c1ccc(C)cc1	3%	-16%	35%[57.1 µM]	0%[57.1 µM]	9%	2	-3%	-19%	1%
COC(=O)c1ccc(N=CC2=C(O)CC(c3ccccc3)CC2=O)cc1 (stereo not drawn)	7%	4%	-6%[57.1 µM]	-6%[57.1 µM]	8%	-5	1%	-6%	1%
Cc1nnc(SC(C)C(=O)NC2CCCCC2)[nH]c1=O (stereo not drawn)	1%	-48%	10%	3%	1%	-1	-1%	-4%	4%
O=c1c(Cl)c(N2CCN(S(=O)(=O)c3ccccc3)CC2)cnn1-c1ccccc1	5%	4%	11%	4%	8%	-2&-12	-7%	-6%	3%
O=C(O)c1cc(S(=O)(=O)N(Cc2ccccc2)c2ccc(Cl)cc2)ccc1Cl	5%	-22%	16%[57.1 µM]	7%[57.1 µM]	5%	0	0%	-19%	-5%
Cc1cccc(Nc2nc(OCC#N)nc(N(C)C)n2)c1	8%	-14%	4%	0%	-4%	-1	-1%	-17%	-5%
Cc1ccc(NS(=O)(=O)c2cccc(C(=O)NC3CC3)c2)c(C)c1	-1%	15%	-4%	-2%	0%	-2	-4%	-5%	4%
Cc1ccc2c(=O)cc(C(=O)Nc3ccc(S(=O)(=O)N(C)Cc4ccccc4)cc3)oc2c1	28%	-23%	19%	9%	-12%	-4	-4%	-20%	-5%
Cc1csc(Nc2ccc(Cl)cc2)n1	5%	-27%	5%[57.1 µM]	-7%	-6%	-2	4%	-19%	2%
COc1ccc(CNc2ccc3c(c2)CCC3)cc1Br	-6%	-28%	-10%	-2%	2%	0	6%	-23%	4%
FC(F)(F)c1cccc(NC(=S)N2CCN(c3cccc(C(F)(F)F)c3)CC2)c1	0%	24%	26%[57.1 µM]	15%[57.1 µM]	9%	-1	-12%	-12%	1%
CCCOC(=O)c1ccc(NC(=O)COC(=O)C2CCN(c3ccc(C(F)(F)F)cn3)CC2)cc1	14%	-19%	9%	-1%	3%	3&14	2%	-27%	-11%
COc1ccc(-c2noc(N3CCC(C(=O)Nc4cccc(C)c4C)CC3)n2)cc1	1%	-21%	16%[57.1 µM]	2%[57.1 µM]	1%	0	-3%	-25%	3%
COc1ccc(NC(=O)CN(c2ccc(Cl)cc2)S(C)(=O)=O)cc1OC	-2%	7%	21%	1%	-8%	0	-4%	-22%	0%
Cc1ccc(C(=O)NNc2ncnc3ccccc23)cc1	0%	-7%	0%	-6%	0%	-13	2%	0%	1%
Cc1ccc(S(=O)(=O)NCCCC(=O)O)cc1	3%	11%	3%[57.1 µM]	2%[57.1 µM]	0%	-17	-7%	-27%	-8%
Cc1ccc(C(=O)N2CCN(S(=O)(=O)N3CCCCC3)CC2)cc1	-4%	2%	-1%	-3%	-20%	-8	-4%	-8%	0%
CSCC[C@H](NC(=O)Nc1ccc(C)cc1)C(=O)O	7%	25%	13%	12%	-7%	-12	-1%	?	1%
COc1ccc(C2CC(=O)Nc3c2c(=O)nc2c(C)cccn32)cc1 (stereo not drawn)	12%	-2%	-2%	7%	2%	-8	-2%	-27%	0%
CCOc1ccc(OCC)c(NC(=O)c2cnc(SC)nc2-c2ccccc2)c1	-1%	-28%	11%	0%	3%	8	-4%	3%	1%
COc1ccccc1N1CCN(CC(O)COc2ccc(Cl)c(C)c2)CC1 (stereo not drawn)	-1%	5%	10%	-6%	0%	-12	-2%	?	3%
CC1CCCN(C(=O)C2CCCN(S(=O)(=O)c3cccc4nsnc34)C2)C1 (stereo not drawn)	4%	-4%	-1%	5%	-2%	-1	-5%	-22%	0%
Cc1ccc(C(=O)Nc2ccc(S(=O)(=O)O)c3cc(S(=O)(=O)O)cc(S(=O)(=O)O)c23)cc1NC(=O)c1cccc(NC(=O)Nc2cccc(C(=O)Nc3cc(C(=O)Nc4ccc(S(=O)(=O)O)c5cc(S(=O)(=O)O)cc(S(=O)(=O)O)c45)ccc3C)c2)c1	.	?	?	-3%[57.1 µM]	.	-94*	-1%&-4%&-4%&-4%&-1%	.	7%
Cc1c2cnn(CC(=O)NCc3ccc(Cl)cc3)c(=O)c2c(C)n1Cc1ccc(F)cc1	-26%	-13%	5%	5%	-4%	-6	-3%	-4%	0%

Single records, from the list above:
Profile of CCC(=O)NCc1ccc2[nH]c(C)cc2c1 = mIDH1 inhibitor: 12%; RGS4 inhibitor: 11%; rTrxR1 inhibitor: 44%[activator]; TrxR1 substrate: 9%; Vif-APOBEC3F blk: 1%; LDHA inh: 6; Glioma ERSR ind: -5%; USP1 inh: -20%; Vif-APOBEC3G blk: 0%
Profile of Cc1ccc2c(=O)cc(C(=O)Nc3ccc(S(=O)(=O)N(C)Cc4ccccc4)cc3)oc2c1 = mIDH1 inhibitor: 28%; RGS4 inhibitor: -23%; rTrxR1 inhibitor: 19%; TrxR1 substrate: 9%; Vif-APOBEC3F blk: -12%; LDHA inh: -4; Glioma ERSR ind: -4%; USP1 inh: -20%; Vif-APOBEC3G blk: -5%
Profile of COc1ccc(-c2noc(N3CCC(C(=O)Nc4cccc(C)c4C)CC3)n2)cc1 = mIDH1 inhibitor: 1%; RGS4 inhibitor: -21%; rTrxR1 inhibitor: 16%[57.1 µM]; TrxR1 substrate: 2%[57.1 µM]; Vif-APOBEC3F blk: 1%; LDHA inh: 0; Glioma ERSR ind: -3%; USP1 inh: -25%; Vif-APOBEC3G blk: 3%

(more compounds)
SMILES	mIDH1 inhibitor	RGS4 inhibitor	rTrxR1 inhibitor	TrxR1 substrate	Vif-APOBEC3F blk	LDHA inh	Glioma ERSR ind	USP1 inh	Vif-APOBEC3G blk
O=C(CCl)N1c2ccccc2SCC1c1ccccc1 (stereo not drawn)	0%	-15%	1.3µM*	7%	2%	1	-19%	?	?
Cc1cc(=O)n2nc(-c3ccccc3)sc2n1	3%	-13%	-2%	2%	7%	-3	-4%	-5%	0%
Cn1ccc2cc(NC(=O)Nc3cccnc3)ccc21	-1%	?	-4%	-5%	-5%	-4	?	-24%	-4%
Cc1cccc(NC(=O)CSC2=Nc3ccccc3C3=NC(CC(=O)NCc4cccs4)C(=O)N23)c1 (stereo not drawn)	0%	-21%	-2%	-5%	-5%	5	2%	-13%	-1%
COc1ccc(C)cc1NC(=O)CN(Cc1nnc(-c2ccc(Cl)cc2)o1)C1CCCC1	-1%	-5%	6%[57.1 µM]	6%[57.1 µM]	6%	-1	0%	?	1%
Cc1cccc(Nc2nc3c(c(=O)n(C)c(=O)n3C)n2Cc2ccccc2)c1	4%	-28%	-5%	0%	-12%	-4	-7%	-15%	0%
CC[C@]12c3[nH]c4ccc(OC)cc4c3CCN1C(=O)C(CC(=O)NCC13CC4CC(CC(C4)C1)C3)C[C@@H]2C(=O)N1CCN(C(=O)C2CC2)CC1 (stereo partly drawn)	2%	-9%	5%	3%	6%	2	-1%	-24%	-3%
C/C(N)=C(/C#N)C(=O)CSc1nc2cc(Cl)ccc2s1	7%	-28%	0%	4%	-13%	-2	1%	-23%	-11%
O=C(CCc1ccccc1)NNC(=O)c1ccncc1	-9%	0%	-1%	-6%	14%	1	-3%	-17%	2%
CC(=O)c1ccc(NC(=O)c2noc3c2CCCCC3)cc1	4%	5%	34%	3%	3%	-7	0%	-7%	0%
Cc1n[nH]c(=O)c2c(NC(=O)CSc3nc4ccccc4c(=O)n3CCCO)oc(C)c12	-3%	-9%	8%	4%	-4%	-1	-1%	-11%	2%
COc1ccc(N=Cc2c(O)n(-c3cccc(C)n3)c(=O)c3ccccc23)cc1	2%	0%	-5%	-7%	6%	-4	1%	-15%	-5%
O=[N+]([O-])c1ccccc1S(=O)(=O)Nc1ncccn1	10%	24%	16%	0%	10%	-1	-1%	-12%	-2%
NC(=O)Nc1ccc(C(=O)OCC(=O)N2CCCC2=O)cc1	-14%	14%	25%	-1%	3%	-12	-5%	-13%	0%
Cc1cc(C)nc(-n2nc(C)c3c2N(C)C(=O)CC3c2ccc(Cl)cc2)n1 (stereo not drawn)	3%	46%	12%	-4%	1%	-8	-3%	3%	1%
COc1ccc(-c2nc3scc(CCNS(=O)(=O)c4c(C)noc4C)n3n2)cc1	-14%	18%	8%[57.1 µM]	-7%[57.1 µM]	-4%	-5	-2%	-28%	4%
COc1ccc(/C=C2/C=Cc3ccccc32)cc1	.	.	-16%	-1%	.	7	4%	.	-6%
